AmpC inh det = blocks E. coli AmpC beta-lactamase in presence of detergent; P00811; Potency, µM (titrated, usually from 28.7 µM), without a hit: top-dose activity change, negative = inhibition; purified AmpC, nitrocefin hydrolysis with detergent; 71,000 tested, 0.09% active; AID 584; active means well fitted curve in the direction sought with a large enough effect
Target sequence (P00811 whole entry, looked up): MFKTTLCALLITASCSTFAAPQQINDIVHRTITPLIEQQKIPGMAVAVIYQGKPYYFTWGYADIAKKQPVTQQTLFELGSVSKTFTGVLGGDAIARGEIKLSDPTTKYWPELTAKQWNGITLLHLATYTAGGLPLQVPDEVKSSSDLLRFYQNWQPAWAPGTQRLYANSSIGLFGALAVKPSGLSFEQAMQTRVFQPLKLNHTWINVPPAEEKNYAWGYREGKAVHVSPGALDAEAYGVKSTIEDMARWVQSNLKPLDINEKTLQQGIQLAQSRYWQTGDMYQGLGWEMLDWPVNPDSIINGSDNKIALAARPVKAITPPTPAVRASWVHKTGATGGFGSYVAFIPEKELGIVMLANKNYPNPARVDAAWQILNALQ
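E. coli AmpC (5.3 nM) in 20 mM phosphate pH 7.0 with 0.01% Triton X-100, preincubated 15 min RT with compound; nitrocefin (2 uL of 800 uM stock) hydrolysis followed by 480 nm absorbance every 20 s over 4 min.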
* = called active by the depositor; [ ] = dose if it differs, or a comment. On the % scale 0 is the no-effect control and ±100 the full control effect; potency means the concentration at half of the fitted maximal effect. This is a subset; count on the stated rates, not on these rows.

SMILES | AmpC inh det
O=C(O)c1nc2nc(Cl)c(Cl)nc2[nH]1 | -1.1%[5.75 µM]
O=C(NC1CCCCC1)C(c1cccs1)N(Cc1cccs1)C(=O)c1ccco1 (configuration not stated) | 1.6%
COc1ccc(Cn2nnnc2CN(Cc2cc3ccc(C)cc3[nH]c2=O)C2CCCC2)cc1 | 5.4%
Nc1nc2c3ccccc3nc(Cc3ccccc3)n2n1 | -0.3%
Cc1cc(C(=O)Nc2ccc(N3CCOCC3)cc2)c2ccccc2n1 | -0.1%
CCC(C)[C@H](NC(=O)Nc1ccc(C(C)=O)cc1)C(=O)OC (some centres not stated) | -4.9%
O=C(CCCCCn1c(=S)[nH]c2cc3c(cc2c1=O)OCO3)N1CCN(Cc2ccccc2)CC1 | -2.9%
O=C(CNC1CCCCCC1)Nc1ccc(S(=O)(=O)NC2CC2)cc1 | -2.0%
CCCC(C)n1[nH]c(=O)c2c1NC(=O)CSC2c1ccc(OC)c(OC)c1 (configuration not stated) | -4.6%
Cc1ccccc1OCc1nc(-c2ccc(NC(=O)c3ccco3)cc2)no1 | 1.0%

5 entries from above, sorted by molecular weight, low to high:
SMILES | AmpC inh det
O=C(O)c1nc2nc(Cl)c(Cl)nc2[nH]1 | -1.1%[5.75 µM]
Cc1cc(C(=O)Nc2ccc(N3CCOCC3)cc2)c2ccccc2n1 | -0.1%
CCCC(C)n1[nH]c(=O)c2c1NC(=O)CSC2c1ccc(OC)c(OC)c1 (configuration not stated) | -4.6%
O=C(NC1CCCCC1)C(c1cccs1)N(Cc1cccs1)C(=O)c1ccco1 (configuration not stated) | 1.6%
COc1ccc(Cn2nnnc2CN(Cc2cc3ccc(C)cc3[nH]c2=O)C2CCCC2)cc1 | 5.4%

New compounds follow:
SMILES | AmpC inh det
Fc1cccc(Cl)c1Cn1nnc2c(N3CCC4(CC3)OCCO4)ncnc21 | 12.0%
O=C1c2ccccc2C(Nc2ccc(S(=O)(=O)N3CCCCC3)cc2)N1c1ccccn1 (configuration not stated) | 14.9%
CCN(CC)S(=O)(=O)c1ccc(NC2CCCc3ccccc32)nc1 (configuration not stated) | 1.3%
COC(=O)c1sccc1NC(=O)Cn1cnc2c1c(=O)n(C)c(=O)n2C | -2.2%
Cn1c(Cn2c(=O)sc3ccccc32)nnc1SCC(=O)N1CCc2ccccc21 | 12.2%
COc1ccc(-c2cc(C(=O)Nc3ccccc3SC)no2)cc1OC | -5.6%
COC(=O)N1CCC2(CCN(Cc3nccs3)CC2)CC1 | 1.7%
CCOC(=O)C1=C(C)NC(=O)NC1c1ccc(N(C)C)cc1 (configuration not stated) | 15.9%
COc1cccc(NC(=O)CC2(CC(=O)O)CCCC2)c1 | -2.9%
CCOc1cc(C(=O)NC(C)COC)cc(OCC)c1OCC (configuration not stated) | -3.6%
COC(=O)[C@@]1(Cc2ccccc2)[C@H]2c3cc(C(=O)N4CCCC4)n(Cc4ccccn4)c3C[C@H]2CN1C(=O)c1ccccc1 | -1.4%
O=C(OCC(=O)N1CCN(c2ccccc2)CC1)c1ccc2ncsc2c1 | -3.4%
OCc1ccccc1CNCc1ccccc1 | 12.5%
COc1ccc(C(C)=O)cc1COC(=O)Cc1n[nH]c(=O)c2ccccc12 | -2.1%
Cn1c(=O)c2c(ncn2CC(=O)Nc2ccccc2Sc2ccccc2)n(C)c1=O | -1.7%
Cc1cccnc1-n1c(CN2C(=O)c3ccccc3C2=O)nc2ccccc2c1=O | -0.9%
Cc1cccc2[nH]c3c(=O)n(CCN4CCNCC4)cnc3c12 | 3.9%
Cn1cnnc1SCc1ccc(C#N)cc1Cl | -1.0%
CC1=C(C(=O)OC(C)C)C(C2CC=CCC2)NC(=O)N1 (configuration not stated) | -4.0%
CC1CCN(C(=O)C2c3ccccc3C(=O)N3CCc4ccccc4C23)CC1 (configuration not stated) | 10.2%
CCOC(=O)c1ccc(N2C(=O)c3n[nH]c(C)c3C2c2ccccn2)cc1 (configuration not stated) | 2.9%
O=C(c1cccc(F)c1)N1CCC2(CCCN(c3ccccc3)C2)CC1 | -1.1%
Cc1ccc(N2CCN(c3cc(C)nc4c5c(C)cc(C)nc5nn34)CC2)cc1 | -0.9%
CC1CCN(CCCn2c(=S)[nH]c3ccc(N4CCOCC4)cc3c2=O)CC1 | -2.5%
CCCn1c(-c2ccc(F)cc2)nc2c(NCCCN(CC)CC)nc(C)nc21 | 13.8%
C[C@H](NC(=O)OC(C)(C)C)c1nnc(SCC(N)=O)o1 | -4.4%
CCC(C)(C)n1nnnc1C(C(C)C)N1CCSCC1 (configuration not stated) | 1.4%
O=C(NCc1ccco1)C(c1cccs1)N(C(=O)C1COc2ccccc2O1)c1cccc(O)c1 (configuration not stated) | 8.1%
C[C@@H](C(=O)O)c1ccc(N2Cc3ccccc3C2=O)cc1 | 0.8%[12.8 µM]
O=C(O)CCCC(=O)NCCc1cccc(Cl)c1 | -1.7%
Cc1ccc(NC(=O)N2C(=O)C3(OCCO3)c3ccccc32)cc1 | -6.0%
CCC(C)c1ccc(NC(=O)c2cccnc2)cc1 (configuration not stated) | -3.6%
CC(C(=O)N1CCCc2c1c(=O)oc1ccc(O)cc21)N1CCc2ccccc2C1 (configuration not stated) | -2.1%
O=C(COC(=O)c1ccco1)Nc1nc2ccccc2s1 | 11.1%
O=C(Nc1nnc(CC2=CCCCC2)s1)c1cccs1 | -4.0%
O=C(Nc1cccc(F)c1)N1CC[C@@]2(CCCN(C(=O)c3cnccn3)C2)C1 | 1.0%
CCC(C)c1c(O)nc(SCc2ccccc2)[nH]c1=O (configuration not stated) | -4.0%
Cc1ccc(S(=O)(=O)N2CCN(S(=O)(=O)c3ccc4c(c3)OCCO4)CC2)cc1 | -0.4%
COc1ccc(NC(=O)N(C2CCCCC2)C(C)c2cccnc2)c(OC)c1 (configuration not stated) | 10.3%
O=C(Nc1cnn(Cc2ccc(F)cc2)c1)c1cnccn1 | 8.8%
O=C(c1ccc(Cn2c(=O)[nH]c3ccccc3c2=O)cc1)N1CCN(c2ccccn2)CC1 | 12.7%
O=C1C2CCCN2C(c2ccccc2)N1c1ccc(F)cc1 (configuration not stated) | 3.9%
Cc1[nH]c2ccccc2c(=O)c1CN1CCCCC1 | -0.1%
COc1cccc(N2C(=O)N(c3ccccc3Cl)C3CS(=O)(=O)CC32)c1 (configuration not stated) | -3.5%
CCOC(=O)C1[C@H]2C(=O)N(C(C)c3ccc(OC)cc3)C[C@]23C=C[C@H]1O3 (some centres not stated) | -2.3%
CCOC(=O)c1[nH]c(COC(=O)CCCOc2ccccc2)c(C(=O)OCC)c1C | -3.9%
Cn1c(=O)n(Cc2ccco2)c(=N)c2c3c(sc21)CCC3 | -6.2%
O=C(Cn1c(=O)n(CCC(=O)N2CCc3ccccc3C2)c(=O)c2ccccc21)NCC1CCCO1 (configuration not stated) | 4.9%
CS(=O)(=O)N1CCC(C(=O)Nc2ccccc2Sc2ccccc2)CC1 | -1.3%
Cc1ccccc1Cn1c(=N)n(CC(=O)c2ccco2)c2ccccc21 | -6.2%
(further entries)
SMILES | AmpC inh det
COc1ccc(-c2ccc(-c3noc(-c4ccccc4)n3)c(OC)n2)cc1 | 2.3%
CCOC(=O)C1CCN(c2c(N3CCN(c4ccccc4OC)CC3)c(=O)c2=O)CC1 | 6.7%
CCOC(=O)C(C)Sc1nnc(-c2ccccc2O)n1-c1ccc(C)cc1 (configuration not stated) | -5.6%
N#Cc1cc2c(nc1SCC(=O)Nc1nccs1)CCCCC2 | 0.1%
COC(=O)c1[nH]c2ccccc2c1NS(=O)(=O)c1ccc(OC)cc1OC | -7.4%
Cc1cc(NCc2ccco2)nc2cc(O)ccc12 | 7.7%
CC1CCN(CC(=O)Nc2ccccc2C#N)CC1 | -2.4%
O=C(NC1CCCCC1)C1CCCN1C(=O)NCc1ccccc1 (configuration not stated) | -5.0%
C[C@@H]1C[C@H](OC(=O)c2ccccc2O)CC(C)(C)C1 | -3.7%[12.8 µM]
CC(NS(=O)(=O)c1ccc(OCC(=O)N2CCOCC2)c(Cl)c1)c1ccccc1 (configuration not stated) | -2.7%
Cc1cc(C)n(-c2nc(NCC3CCCO3)c3c4c(sc3n2)COC(C)(C)C4)n1 (configuration not stated) | 11.5%
O=C(O)C[C@@H](C(=O)O)c1ccccc1[N+](=O)[O-] | -6.0%[5.75 µM]
CCCCN(CCO)CCCC | 5.6%
O=C(Nc1ccc(Cl)cc1)N1CC=CCC1 | -1.1%
Cc1cccc(Nc2ccccc2C(=O)O)c1C | -7.5%[12.8 µM]
CC(=O)Nc1nc(=S)ss1 | -2.6%
O=C(CN1C(=O)COc2ccccc21)N1CCc2ccccc21 | 11.4%
COc1ccc(CCNCc2csc3nc4ccccc4n23)cc1OC | 2.7%
O=C(NCc1ccc2c(c1)OCO2)c1ccc(C2SCC(=O)N2Cc2ccco2)cc1 (configuration not stated) | -2.3%
O=C(c1n[nH]c2c1CCCC2)n1ccnc1 | 3.1%
O=C(CCn1c(=S)[nH]c2ccccc2c1=O)NCC1CCCO1 (configuration not stated) | 16.5%
COc1ccccc1OCc1nnc(SCC(=O)N2CCCCC2)n1-c1ccccc1 | -2.5%
COc1cc(-c2nnc(COC(=O)CSc3cc(C)c4ccccc4n3)o2)cc(OC)c1OC | -9.9%
COCCn1c(-c2ccco2)nc2nc3ccccc3nc21 | -1.1%
CCCn1nc(NS(=O)(=O)c2ccccc2)c2cc3ccccc3nc21 | -3.2%
COc1ccc(C(=O)N2CCC3(CCCN(c4ncccn4)C3)CC2)cc1 | -2.4%
O=C(O)[C@H]1[C@H](C(=O)O)[C@H](C(=O)O)C[C@@H]1C(=O)O | -4.1%[5.75 µM]
CCCc1nc(SCC(=O)Nc2cc(C)on2)c2ccccc2n1 | -2.6%
O=C(Nc1cccnc1)c1c(O)c2c(n(Cc3ccccc3)c1=O)CCCC2 | -4.3%
COCC(=O)N(Cc1ccco1)c1nnc(C2CCOC2)s1 (configuration not stated) | -2.8%

Exported as a markdown table: entries from further up
| SMILES | AmpC inh det |
| --- | --- |
| O=C(CN1C(=O)COc2ccccc21)N1CCc2ccccc21 | 11.4% |
| COc1ccc(CCNCc2csc3nc4ccccc4n23)cc1OC | 2.7% |
| O=C(NCc1ccc2c(c1)OCO2)c1ccc(C2SCC(=O)N2Cc2ccco2)cc1 (configuration not stated) | -2.3% |
| O=C(c1n[nH]c2c1CCCC2)n1ccnc1 | 3.1% |
| O=C(CCn1c(=S)[nH]c2ccccc2c1=O)NCC1CCCO1 (configuration not stated) | 16.5% |
| COc1ccccc1OCc1nnc(SCC(=O)N2CCCCC2)n1-c1ccccc1 | -2.5% |

The list continues.
SMILES | AmpC inh det
COc1ccc(OCc2nnc3n2N=C(c2ccc(Br)cc2)CS3)cc1 | 11.9%
O=C1OC(Nc2nccs2)c2ccccc21 (configuration not stated) | 0.2%
CCOC(=O)CSC1=Nc2ccccc2C2=NC(CC(=O)NCc3cccs3)C(=O)N12 (configuration not stated) | 5.8%
CC(=O)N1CCC2(CCCN(c3ncccn3)C2)CC1 | -1.0%
COc1ccc(C(=O)[C@H]2[C@H]3[C@@H](C(=O)[C@@H]4OC[C@H]3O4)[C@H]3C=Cc4ccccc4N32)c(OC)c1 | -0.3%
CCOC(=O)CCCNC(=O)c1cncc(Br)c1 | 5.5%
CCN(CC)C(=O)CN(Cc1ccccc1)S(=O)(=O)c1ccc(F)cc1 | -2.2%
Cc1ccc(NC(=O)CSc2nnc(Cn3c(=O)sc4ccccc43)n2C)cc1Cl | 7.6%
N#Cc1ccsc1NC(=O)c1ccccn1 | 1.2%
N#Cc1nc(-c2cccc3ccccc23)oc1N1CCCCC1 | -0.5%
N#Cc1ccc(CSc2nnc(-c3cccnc3)n2-c2ccccc2)cc1 | -0.3%
COc1ccc2c(c1)C(C)=CC(C)(C)N2C(=O)CSc1nnc(-c2ccc(C)cc2)o1 | -2.9%
Cc1cc(C)nc(NC(=NCCc2c[nH]c3ccccc23)NC(=O)c2ccco2)n1 | -3.6%
CCOC(=O)C(O)(CCC(O)(C(=O)OCC)C(=O)OCC)C(=O)OCC | 7.2%
CCN1CCN(c2ccc(-n3c(C)nc4c(cnn4-c4ccccc4Cl)c3=O)cc2)CC1 | 2.5%
Cn1c(SCC(=O)OCC(=O)c2ccccc2)nnc1-c1cccs1 | -1.5%
Cc1ccc(C2CC(c3ccc(Cl)cc3)n3nc(N)nc3N2)cc1 (configuration not stated) | 13.4%
CCOc1cccc2cc(C(=O)NCc3cccnc3)c(=O)oc12 | -1.1%
CCCCOc1ccc(-c2ncc(C(=O)O)c(C)n2)cc1 | -2.9%
CC(C)(C)NC(=O)Cn1c(=O)oc2ccc(Cl)cc21 | 8.0%
COC(=O)c1c[nH]n2c(=O)c(Cc3ccc(F)cc3Cl)c(C)nc12 | -2.8%
COc1ccccc1-c1nc(NCCNC(C)=O)c2ccccc2n1 | 7.7%
Cn1c(=O)[nH]c(=O)c2c1nc(SCCN1CCCCC1)n2Cc1ccccc1 | 2.2%
COc1cccc(OC)c1C(=O)N1CCN(Cc2ccccc2C(F)(F)F)CC1 | 5.3%
CC1=C(C#N)C(C)C2=C(CC(C)(C)CC2=O)N1 (configuration not stated) | -1.8%
COC(=O)Cn1cc(C(=O)c2cccs2)c2ccccc21 | -11.6%
O=C(NC1=NCCS1)c1ccc(-c2ccc(Cl)cc2)o1 | -5.4%
Cc1nn(C)c(C)c1NC(=O)c1ccc(S(=O)(=O)N(C)C)cc1 | 0.0%
Cc1c(C)c2c(c(C)c1O)CC[C@@](C)(CN1CCN(c3cc(N4CCCC4)nc(N4CCCC4)n3)CC1)O2 | -0.2%
O=C(COc1ccc(Cl)cc1Cl)Nc1ccc(Cl)cn1 | 5.7%
O=C1COc2ccc(C(=O)CSc3nnnn3-c3ccccc3)cc2N1 | 10.8%
CCOc1cc(N2CCOCC2)c(OCC)cc1NC(=O)CN1C(=O)NC(Cc2ccccc2)C1=O (configuration not stated) | -1.8%
COc1ccc(N(CC(=O)Nc2cccc(C(C)=O)c2)S(C)(=O)=O)cc1OC | -0.7%
c1cncc(-c2cccnc2)c1 | 0.7%
COc1ccc2cc(C#N)c(SCC(=O)N3CCCC3)nc2c1 | 3.8%

High-throughput results from PubChem BioAssay.
